PAX8 inh HTS: inhibitors of PAX8-driven TPO luciferase reporter, primary screen, RMG-I cells, single concentration | SteadyGlo, 24 h | inhibition, % at 12.6 µM | 360,000 compounds, 1.2% hits;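 active = mean replicate inhibition at least 60% with every replicate also reaching 60%; inconclusive = only one of the two criteria is met; inactive = mean below 60% and not all replicates reaching 60%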;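 also: luciferase light reporting Pax8 driven TPO promoter activity; plate controls were median of neutral control wells for no effect and mitoxantrone controls for full effect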
FN deposit inh: inhibitors of fibronectin matrix deposition, primary screen, AH1F cells, Alexa488-fibronectin fluorescence, plate reader; AH1F fibroblasts, overnight; AID 743247, 2014; inhibition, % at 12.6 µM; 350,000 compounds, 0.086% hits;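 active = mean inhibition across replicates of 30% or more, regardless of how many single replicates reach that level; inconclusive = mean under 30% yet at least half of replicates reach 30%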;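 also: positive control wells lacked labelled fibronectin entirely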
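Assay system: AH1F fibroblast monolayer, labelled fibronectin deposition. Amount: 10000 cells per well. Also added: labelled fibronectin 24 nM. Compound: single-point pinned compound. Incubation: cell attachment 1 h, compound and FN exposure overnight. Detection: fluorescence after three HBSS washes, excitation 485 nm, emission 525 nm. Read-out: inhibition of fibronectin deposition signal.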
PGC1a acetyl inh: inhibitors of PGC1a acetylation signal, primary screen, cell-based, U2OS, AlphaScreen, inhibitor mode. AlphaScreen anti-acetyl-lysine; with virally co-expressed GCN5 acetyltransferase. inhibition, % at 15.6 µM. 350,000 compounds, 0.17% hits;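 active = every replicate shows inhibition of at least 40%; inconclusive = mean inhibition at least 40% but some replicate below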;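 also: 0% = neutral control wells and 100% = positive control wells; some results beyond the cut were filed as inactive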
EWS-Fli block: EWS/Fli-driven NR0B1 reporter inhibitors, primary screen, A673 cells, NR0B1 luciferase, luminescence, MLPCN library. viability-normalised. inhibition, % at 12.6 µM. 350,000 compounds, 0.67% hits. AID 651661, 2012;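 active = mean inhibition of at least 50% after viability correction, with every replicate also passing that limit; inconclusive = mean reaches 50% but only one of two replicates passes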;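 also: firefly luciferase signal divided by Alamar Blue viability fluorescence both relative to DMSO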
Casp6 inh: human caspase-6 inhibitors, primary screen, biochemical, VEID-R110 fluorescence, single point, set 2 | purified caspase-6, Z-VEID-R110 cleavage fluorescence | inhibition, % at 12.5 µM | 350,000 compounds, 0.53% hits | AID 686996, 2013;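 active = mean inhibition across replicates at least about 35%, with every replicate also reaching that limit, limit read from the data; inconclusive = only one of the two criteria met; inactive = neither criterion met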;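 also: 0% = median of neutral control wells and 100% = no fluorescence left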
Target sequence (P55212 24-179 limits assumed): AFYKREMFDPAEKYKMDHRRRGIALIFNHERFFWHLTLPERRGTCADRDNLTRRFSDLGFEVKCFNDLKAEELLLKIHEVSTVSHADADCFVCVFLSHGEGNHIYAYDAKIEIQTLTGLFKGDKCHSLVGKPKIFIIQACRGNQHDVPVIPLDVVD
Target sequence (P55212 194-293 limits assumed): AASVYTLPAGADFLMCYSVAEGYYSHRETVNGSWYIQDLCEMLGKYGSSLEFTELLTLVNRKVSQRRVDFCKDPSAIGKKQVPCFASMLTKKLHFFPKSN
Cneo AK release: Cryptococcus neoformans cell lysis inducers, primary screen, AK release luminescence, single concentration | C. neoformans lysis, adenylate kinase release luminescence, 4 h; normalised: neutral wells 0, clomiphene wells 100 | lysis activity, % at 15 µM | 360,000 compounds, 0.2% hits;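 active = mean lysis activity across replicates of at least 80%, whatever share of replicates individually reach that level; inactive = mean lysis activity below 80%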
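Test system: log-phase Cryptococcus neoformans yeast cells. Input: 5 × 10^6 yeast cells/mL. Medium: fresh YPD growth medium. Doses: single dose. Incubation: static 4 h at 37 °C with compound, 1 h detection. Measured by: luminescent adenylate kinase detection reagent. Read-out: signal increase indicating cell lysis. Benchmarks: Clomiphene.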
miR-122 sensor: miR-122 Renilla sensor signal increase in Huh7, primary screen, miR-122 inhibitor project, cell-based, single point, plate reader | activation (reporter increase), % at 12.5 µM | AID 602342, 2012 | Huh7 miR-122 Renilla luciferase sensor, 48 h; neutral wells = 0, positive control = 100 | 340,000 compounds, 0.3% hits;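 active = mean replicate activation score at least 90 and every replicate individually at or above 90; inconclusive = only one of the two criteria met; inactive = neither criterion met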;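 also: higher luciferase means less miR-122 activity so hits act as miR-122 inhibitors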
LGR2 antag: inhibitors of bursicon-induced LGR2 CRE-luciferase signal, primary screen, cell-based, HEK293, CRE-luciferase reporter, bursicon stimulation. Drosophila bursicon receptor LGR2 (rickets). bursicon-stimulated, 4 h. inhibition, % at 9.99 µM. 380,000 compounds, 0.35% hits. AID 720647, 2013;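 active = drop in luminescence signal, shown as inhibition above about 50% in the replicate tests, limit read from the data, passing the limit was not always enough; inconclusive = probably only some replicates passing the limit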;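 also: agonist challenge used bursicon conditioned medium at about half maximal strength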
Numbers without * were called inactive; ? = inconclusive; . = no result given; & = joins results of further samples; [ ] = another dose, or the depositor's remark. The order is random. About 2.5% of those tested had a hit in this group.

Below each compound: PAX8 inh HTS	FN deposit inh	PGC1a acetyl inh	EWS-Fli block	Casp6 inh	Cneo AK release	miR-122 sensor	LGR2 antag
#1 Cc1nc(Nc2ccc(S(=O)(=O)N3CCCCC3C)cc2)c2nnn(Cc3ccccc3)c2n1 (configuration not stated)
 : 35.4	-10.0	.	24.1	-3.9	.	.	5.5
#2 O=C(c1cc(Cl)nc2ccccc12)N(Cc1nnc(-c2ccc(Cl)cc2)o1)C1CC1
 : 22.5	9.1	.	8.1	-0.5	.	.	5.0
#3 CCc1ccc(C(=O)Cc2cc3cccc(OC)c3oc2=O)cc1
 : -90.6	-1.2	-3.0	-150.6	1.9	-0.3	-10.5	-33.8
#4 COc1cc(OC)cc(C(=O)NC2CCSc3ccccc32)c1 (configuration not stated)
 : 18.7	-3.6	.	.	-4.2	0.4	5.9	4.2
#5 O=C(c1cnccn1)N1CC(=O)N2[C@H](C1)[C@@H](c1ccc(-c3ccccc3)cc1)[C@@H]2CO
 : 8.8	.	2.8	4.0	-0.8	.	.	1.2
#6 O=C(NCC1CCCO1)c1ccc2c(c1)OCO2 (configuration not stated)
 : .	.	-0.2	-11.2	-0.9	-0.2	-5.9	-24.8
#7 Cc1nc(-c2ccccc2)cs1
 : -2.2	3.4	-4.6	.	.	1.1	-6.5	.
#8 Cc1cc(C)cc(NC(=S)N2CCC(C(=O)c3ccc(F)cc3)CC2)c1
 : -9.2	-2.4	.	6.7	-2.8	1.8	-4.7	-4.4
#9 Cc1ccc(CSCCNC(=O)/C=C/c2ccccc2Cl)cc1
 : .	.	0.5	.	-3.0	1.0	.	-7.7
#10 COc1ccc2nc(SCC(=O)NC3CC3)c(C#N)cc2c1
 : -33.8	12.2	-17.2	-16.9	0.2	1.4	-6.0	18.1
#11 CC(C)[C@H](NC(=O)c1ccco1)C(=O)OCC(=O)N1CC(=O)Nc2ccccc21
 : -12.5	13.7	-14.9	9.5	-2.5	.	.	24.8
#12 COc1cc(C(=O)OCCCOC(=O)c2cc(OC)c(OC)c(OC)c2)cc(OC)c1OC
 : 31.1	.	-0.1	-2.5	0.5	-1.2	-1.8	-1.2
#13 O=C(NCc1ccccc1)c1ccc(Cl)c(NC2=NC3CS(=O)(=O)CC3S2)c1 (configuration not stated)
 : 1.0	7.8	.	-1.7	-1.7	2.4	.	5.4
#14 COc1ccc(C(=O)Nc2ccc(OC)c(OC)c2)cc1
 : .	-10.7	-10.0	.	.	0.6	4.0	.
#15 CC(C)CCCN1C(Nc2ccccc2)=NC[C@@H]1CC(C)C
 : 14.4	-13.7	3.9	9.9	6.4	7.9	0.8	-4.5
#16 CC(OC(=O)/C(C#N)=C/c1ccc(N(C)C)cc1)C(=O)NCc1ccco1 (configuration not stated)
 : -26.5	0.9	5.2	-12.9	4.8	-2.7	.	2.7
#17 C[C@@H]1CCCCO[C@@H](CN(C)Cc2ccc(Cl)c(Cl)c2)[C@H](C)CN([C@H](C)CO)C(=O)c2cc(NC(=O)Nc3cccc4ccccc34)ccc2O1
 : 38.1	.	-5.8	5.6	1.6	1.4	-10.6[16.7 µM]	12.5
#18 COc1ccccc1NS(=O)(=O)c1cccc(C(=O)N(C)Cc2cccs2)c1
 : 6.0	-0.1	3.3	.	-1.0	0.6	63.0	8.7
#19 COC(=O)Cn1cc(C(=O)C2CC2)c2ccccc21
 : .	7.3	3.8	.	.	7.1	5.1	.
#20 C=CCn1cnc2c(nnn2-c2ccc(C)c(C)c2)c1=O
 : -87.0	-7.3	1.8	-61.4	0.2	.	.	-22.5
#21 CCOc1ccc(CN2CCN(C3CCSCC3)CC2CCO)cc1 (configuration not stated)
 : 11.3	.	0.8	12.2	3.4	12.2	-7.3	8.9
#22 CC(OC(=O)C1CC(=O)N(Cc2ccccc2)C1)C(=O)Nc1cccc(C#N)c1 (configuration not stated)
 : 1.6	17.3	2.9	10.8	2.6	0.3	-5.0	8.4
#23 O=C(Nc1ccc(C2=NCCN2)cc1)c1ccc(C(=O)Nc2ccc(C3=NCCN3)cc2)c([N+](=O)[O-])c1
 : 2.6	-13.2	.	10.4	-64.0	.	.	16.6
#24 CCN(CC)S(=O)(=O)c1ccc2c(c1)CC(C(=O)N1CCCC1)N2C(C)=O (configuration not stated)
 : -5.6	1.2	.	3.3	-2.0	-3.6	-2.4	-3.2
#25 CC1(C)Cc2cccc(Oc3cc(NN4CCCCC4)c([N+](=O)[O-])cc3[N+](=O)[O-])c2O1
 : 5.7	-3.3	10.2	12.2	1.7	-0.1	-5.0	-6.8
#26 CCOC(=O)C1CCN(C(=O)Cn2cnc3sc(C)c(S(=O)(=O)N4CCOCC4)c3c2=O)CC1
 : -2.9	17.0	4.8	-3.2	0.2	-0.2	1.9	2.2
#27 Clc1ccc(N2CCN(/N=C/c3ccncc3)CC2)cc1
 : 7.9	-19.3	0.8	12.9	-1.7	-1.4	-8.9	11.0
#28 Cn1c(=O)c2ncn(CC(=O)Nc3ccc(N4CCOCC4)cc3)c2n(C)c1=O
 : .	-12.6	-7.7	.	.	-0.9	-0.7	14.3
#29 C[C@@]12C(=O)N(Cc3ccco3)CC(=O)N1[C@H]1c3cc(Cl)ccc3OC[C@@H]1[C@@H]2c1ccccc1
 : 21.0	12.9	-10.8	0.0	0.3	-1.3	-7.2	12.9
#30 C[C@H](O)C#Cc1ccc2c(c1)O[C@H](CN(C)C(=O)CC1CC1)[C@@H](C)CN([C@H](C)CO)S2(=O)=O
 : .	5.9	-11.4	-2.9	3.2	4.4	2.3[16.7 µM]	-4.7
#31 COCc1ccc(CN2CCC(Oc3ccc(C(=O)NCc4ccccn4)cc3)CC2)o1
 : 0.2	.	.	5.9	-0.8	1.9	.	-13.3
#32 Cn1c(=O)c2c(nc(N3CCNCC3)n2Cc2ccccc2Cl)n(C)c1=O
 : -2.5	0.5	-5.1	20.1	3.2	.	-0.5	-7.1
#33 C[C@H](CO)N1C[C@H](C)[C@H](CN(C)S(=O)(=O)c2cn(C)cn2)Oc2ccc(NC(=O)Nc3ccc(C(F)(F)F)cc3)cc2C1=O
 : .	.	-14.2	0.1	-1.0	-4.7	-2.2[16.7 µM]	3.1
#34 COCC(=O)Nc1ccc2c(c1)OC[C@@H](C)N(C)C[C@@H](C)[C@@H](OC)CN(C)C2=O
 : .	-1.3	4.7	-6.1	-1.8	4.6	-2.7[16.7 µM]	-9.9
#35 COCCN(C(=O)c1snc(C(N)=O)c1N)C(C(=O)NC1CCCCC1)c1cc(OC)c(OC)c(OC)c1 (configuration not stated)
 : -9.5	-7.9	.	-2.9	0.6	1.9	.	-4.1
#36 CCOc1ccc(CCNC(=O)Cc2ccc(NC3=NC4CS(=O)(=O)CC4S3)cc2)cc1OCC (configuration not stated)
 : -19.0	8.2	-27.7	-3.4	-2.8	11.9	-0.1	13.0
#37 CC1=C(C(=O)N2CCCCCC2)CC(CC(=O)NCCc2ccccn2)C(=O)N1CCC1=CCCCC1 (configuration not stated)
 : 5.7	10.8	.	-3.6	-0.1	.	.	-5.0
#38 CCCNC(=O)c1cc(C2CCCCN2C(=O)CCc2ccccc2)on1 (configuration not stated)
 : 2.5	-7.3	9.2	-6.2	-3.9	-1.0	0.5	16.5
#39 O=C(COC(=O)c1cc(=O)[nH]c2ccccc12)Nc1nc(-c2ccc(F)cc2)cs1
 : -88.8	-0.7	0.6	-49.9	-5.1	-6.2	1.6	-45.4
#40 OCCCc1cn(-c2ccccc2)c2ccccc12
 : -35.6	.	.	-58.0	3.0	.	.	-10.2
#41 Cc1ccc(S(=O)(=O)N(C)C[C@@H]2Oc3ccc(NC(=O)CCCCCC(=O)Nc4ccccc4N)cc3C(=O)N([C@@H](C)CO)C[C@H]2C)cc1
 : 22.1	.	1.9	3.1	-4.7	.	.	9.2
#42 O=C(NN1C(=O)/C(=C/c2ccc(O)c([N+](=O)[O-])c2)SC1=S)c1ccccc1Cl
 : -12.7	8.2	0.9	-23.9	15.0	.	.	?
#43 O=C(Nc1cccnc1)C1Cc2c(-c3cccc(F)c3)ccnc2O1 (configuration not stated)
 : .	-6.1	9.1	-4.9	-1.3	0.6	-2.5	0.6
#44 O=C(Cn1cc(CCO)nn1)N1CCNCC1
 : -15.3	-2.3	-3.3	17.5	-1.1	-1.7	-8.6	.
#45 C=CCN=C(NC#N)SCC(=O)c1cccc(OC)c1
 : .	.	25.2	-81.5	2.6	.	-4.9	-18.8
#46 COc1cccc(-c2nc(CSCC(=O)N3CCc4ccccc43)c(C)o2)c1
 : 15.2	5.2	.	.	.	-0.9	-0.5	.
#47 O=C(O)C(Cc1ccc(Cl)cc1)Sc1nc2ccccc2[nH]1 (configuration not stated)
 : -4.0	3.3	-0.7	-3.4	-0.4	1.7	-1.9	0.6
#48 COc1ccc(OC)c(-n2c(C)cc(/C=C3\C(=N)N4N=C(CC(=O)N5CCOCC5)SC4=NC3=O)c2C)c1
 : 2.1	0.1	-14.9	.	2.6	1.3	-15.4	6.7
#49 CCOC(=O)N1CCC(NC(=O)CS(=O)(=O)Cc2nc(-c3ccccc3Cl)oc2C)CC1
 : -7.5	-2.9	-12.8	7.5	1.0	0.2	-8.2	-6.3
#50 CN(C[C@H]1[C@H](c2ccccc2)[C@@H](CO)N1C(=O)c1ccccc1)C(=O)C1CCC1
 : 5.7	.	-5.1	2.2	.	-5.3	58.3[16.7 µM]	11.7
#51 C[C@@H]1CN([C@@H](C)CO)C(=O)c2cc(C#CC3(O)CCCC3)cnc2O[C@@H]1CN(C)C(=O)C1CCOCC1
 : 9.1	.	7.1	2.6	-0.5	-1.9	-17.8[16.7 µM]	2.4
#52 Cc1ccccc1NC(=O)Nc1ccc2c(c1)C(=O)N(C)[C@H]1CC[C@@H](CC(=O)O)O[C@H]1CO2
 : -2.3	5.1	1.4	3.4	.	-2.0	-45.8[16.7 µM]	22.6
#53 CCNC(=O)[C@H]1[C@H](CO)[C@H]2Cn3c(ccc(-c4ccc(OC)cc4)c3=O)[C@@H]1N2S(C)(=O)=O
 : 1.8	.	3.3	1.7	-4.1	-0.8	10.7[16.7 µM]	36.2
#54 NC(=O)COc1ccc2cc(-c3ccc(F)cc3)c(=O)oc2c1
 : -25.9	-17.2	15.1	-62.7	8.3	-5.5	1.7	-23.3
#55 Cc1cc(C(=O)N2CCN(c3ncccn3)CC2)c2cc(F)ccc2n1
 : .	.	6.9	10.6	.	5.9	-6.9	1.0
#56 CN(C)CC(=O)N1C[C@@H]2N[C@H](C1)C2c1ccc(-c2ccncc2)cc1 (some centres not stated)
 : -3.6&-14.0	14.7&-5.9	9.5&6.2	9.0&-0.6	.	.	.	16.8&4.6

High-throughput results: PubChem BioAssay, Broad Institute
